SIAH1 antagonists: blockers of Siah-1 interaction with plectin peptide – biochemical, fluorescence polarization, rhodamine-plectin, uHTS, primary screen (AID 1817); actives 0.02% (n = 290,000); Siah-1 / rhodamine-plectin peptide fluorescence polarization; higher % means a stronger effect; displacement, % at 20 µM, or IC50 in µM where a hit was titrated;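 active means displacement of at least 50% at 20 µM, with a fluorescence ratio check between 0.3 and a set limit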;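 further: plate controls were Siah plus tracer with DMSO for no effect and tracer alone without Siah for full effect; strong numbers were not always called active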
KOR beta-arrestin-1: kappa opioid receptor activators – cell-based, luminescence, uHTS, primary screen (AID 1777) | KOR beta-arrestin recruitment, luminescence; higher % means a stronger effect | one-dose activation, % at 10 µM; EC50 in µM for titrated hits | actives 0.02% (n = 280,000); in the data active means activation above about 50%, passing the limit was not always enough; further: a part of the inactive calls stands beside numbers as strong as those of hits
GPR35 antagonists: inhibition of zaprinast-stimulated GPR35 beta-arrestin translocation – imaging, U2OS, beta-arrestin-GFP, zaprinast agonist, primary screen (AID 2058); inhibition, % at 10 µM, or IC50 in µM where a hit was titrated; U2OS GPR35 beta-arrestin-GFP translocation imaging, zaprinast antagonism; higher % means a stronger effect; actives 0.052% (n = 290,000);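 active means inhibition of at least 50% with at least 30 cells and total cytoplasm GFP at most 10,000,000; inconclusive means under 30 cells or total GFP of 10,000,000 plus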
AID2073: disruptors of CaV2.2 binding to Mint1 – biochemical, HTRF (AID 2073); HTRF protein-protein interaction, Mint1-CaV2.2; higher % means a stronger effect; one-dose inhibition, % at 20 µM; IC50 in µM for titrated hits; actives 0.19% (n = 290,000); in the data active means inhibition mostly above about 51%, no sharp cut-off; inconclusive means no clear call, values can overlap the other calls; inactive means mostly below about 53%; further: some results filed as inactive read as strong as hits
GPR55 antagonists: GPR55 antagonists blocking LPI-driven arrestin recruitment, primary screen, imaging, U2OS, beta-arrestin-GFP, LPI agonist (AID 2013) | U2OS GPR55 beta-arrestin-GFP translocation imaging, LPI antagonism; higher % means a stronger effect | one-dose inhibition, % at 10 µM; IC50 in µM for titrated hits | actives 0.13% (n = 290,000);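 active means spots per cell inhibited over 60%, with over 100 cells counted and total cytoplasm intensity under 500,000; inconclusive means wells with under 100 cells, flagged as likely toxic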;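 further: U2OS cells stably carrying GPR55 and arrestin-GFP stimulated by 5 µM LPI near EC80; imaged beta-arrestin-GFP aggregate spots per cell after agonist stimulation; plate controls were LPI-stimulated DMSO wells for no effect and DMSO wells without LPI for full effect; some results filed as inactive read as strong as hits; confirmed hits need IC50 under 10 µM and bright autofluorescent wells are also inconclusive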
KOR beta-arrestin-2: KOR antagonists, beta-arrestin recruitment, cell-based, luminescence, uHTS (AID 1778). KOR beta-arrestin recruitment, luminescence, antagonist mode; higher % means a stronger effect. one-dose inhibition, % at 10 µM; IC50 in µM for titrated hits. actives 0.091% (n = 290,000); in the data active means inhibition above about 50%; further: strong numbers were not always called active
HIV fusion peptide: cell-free HIV fusion peptide-binding blockers – biochemical, uHTS, fluorescence dequenching, primary screen (AID 1986). cell-free peptide binding, fluorescence dequenching, 30 min; higher % means a stronger effect. actives 0.3% (n = 290,000). one-dose inhibition, % at 20 µM; IC50 in µM for titrated hits; in the data active means inhibition mostly above about 52%, no sharp cut-off; inactive means mostly below about 76%; further: some results filed as inactive read as strong as hits
GPR55 beta-arrestin: GPR55 agonists via beta-arrestin recruitment, primary screen, imaging, U2OS cells, beta-arrestin-GFP redistribution (AID 1961) | U2OS GPR55 beta-arrestin-GFP redistribution imaging; higher % means a stronger effect | activation, % at 10 µM; hits with a dose series show EC50 in µM | actives 0.048% (n = 290,000);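 active means activation above 40% with more than 50 cells counted in the well; inconclusive means wells holding fewer than 50 cells, flagged as toxic or sparse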;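 further: U2OS osteosarcoma cells stably expressing GPR55 and beta-arrestin-GFP; plate controls were DMSO negative control for no effect and LPI positive control for full effect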
NOD1 NF-kB reporter: NOD1 signaling inhibitors, primary screen, cell-based, luminescence, uHTS (AID 1578); NOD1-driven NF-kB luciferase reporter cells, luminescence; higher % means a stronger effect; inhibition, % at 4 µM; hits with a dose series show EC50 in µM; actives 1% (n = 290,000); in the data active means inhibition mostly above about 36%, no sharp cut-off; inactive means mostly below about 34%;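 further: HEK-293T reporter cells stimulated with the NOD1 agonist gamma-tri-DAP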
Active calls of the source: *; ? = inconclusive; nt = not tested or not shown; [ ] = another dose, or the depositor's remark. Not all compounds are listed (hit frequency here may not be typical).

SMILES | SIAH1 antagonists | KOR beta-arrestin-1 | GPR35 antagonists | AID2073 | GPR55 antagonists | KOR beta-arrestin-2 | HIV fusion peptide | GPR55 beta-arrestin | NOD1 NF-kB reporter
Cc1ccc(O)c(NC(=O)c2cccc(S(=O)(=O)N3CCCCC3)c2)c1 | -2.6% | -3.5% | -21.6% | -4.0% | -0.4% | 31.5% | 4.3% | 0.0% | -19.1%
O=C(NCc1cccc(Cl)c1)C1CCN(c2nnc(N3CCCC3=O)s2)CC1 | -2.9% | -4.8% | -10.3% | -1.1% | 6.1% | -13.0%[20 µM] | -2.0% | 0.0% | -13.7%
CCc1nc(NCC(C)C)c(C#N)c2c1COC(C)(C)C2 | -0.8% | 8.3% | -0.7% | 3.7% | -4.5% | 25.2% | -1.3% | -0.3% | -3.3%
O=C(O)c1cc2cccc(S(=O)(=O)N3CCCCC3)c2cc1O | 0.6% | -5.4% | -7.4% | ? | -0.3% | -6.1% | 9.9% | -0.2% | -22.0%
Cc1ccc2cc(C#N)c(SCC(=O)NCC3CCCO3)nc2c1C (configuration not stated) | -0.7% | -5.1% | -8.6% | -1.2% | 3.8% | -17.9% | -0.4% | 0.7% | 1.8%
NS(=O)(=O)c1cccc(NC(=O)CSc2nnnn2-c2ccccc2)c1 | 13.1% | 1.2% | -3.0% | -9.9% | 6.4% | 21.8% | 0.8% | -1.9% | -6.6%
CCN1CCN(CCCCOc2ccccc2F)CC1 | 3.2% | 1.8% | 2.0% | 2.0% | -7.8% | 5.4% | -0.2% | -0.1% | 4.3%
O=C(O)C1CCN(c2ncccn2)CC1 | 1.9% | -0.2% | 10.7% | -5.2% | 20.7% | 10.1% | 0.6% | 0.2% | 4.2%
COc1cccc2sc3ccc(C#Cc4ccc(N)cc4)cc3c(=O)c12 | -1.8% | -3.2% | 0.6% | 15.7% | 16.1% | -47.2%[20 µM] | 0.7% | 0.4% | -70.0%
O=C(c1cc2nc(-c3ccc(Cl)cc3)cc(C(F)(F)F)n2n1)N1CCOCC1 | 0.4% | -0.1% | -9.5% | 12.3% | 0.8% | -20.2% | -0.6% | 0.1% | -26.0%
COC(=O)COc1cccc(NC(=O)c2ccccc2)c1 | -0.4% | 0.2% | -1.6% | 1.2% | -3.6% | 25.1% | 1.2% | -0.2% | -6.5%
Cc1cc(C)cc(N(CC(=O)Nc2ccccc2C(=O)N2CCOCC2)S(C)(=O)=O)c1 | -6.7% | 3.2% | 11.1% | 13.7% | 6.6% | -40.3% | 0.8% | 0.5% | -21.7%
CCCOCCc1nnc(N)s1 | 0.4% | 1.5% | 7.3% | -6.2% | -3.5% | 10.2% | -0.4% | -1.1% | 1.8%
Cn1c(=O)n(Cc2ccccc2)c(=O)c2c1nc(NCC1CCCO1)n2Cc1ccccc1 (configuration not stated) | 5.5% | 3.9% | 0.8% | 4.8% | -5.4% | -35.0% | 5.3% | 0.1% | -1.0%
O=C(NCCO)c1ccc(Oc2ccc(C(F)(F)F)cc2[N+](=O)[O-])cc1 | 4.7% | nt | 6.3% | -0.6% | 6.5% | -42.0%[20 µM] | -0.4% | 0.3% | -0.4%
O=C(COc1ccccc1[N+](=O)[O-])Nc1ccccc1N1CCCCC1 | 12.2% | -2.1% | 4.5% | -6.4% | 14.6% | -9.2% | 1.0% | 0.2% | -33.8%
Cc1nc(Cl)c2oc3ccccc3c2n1 | 1.8% | -4.0% | 24.1% | 29.5% | 23.6% | 28.1% | 0.0% | -0.3% | 3.8%
CC(=O)Nc1ccc(-n2cc(-c3ccccc3)[nH]c2=S)cc1 | 2.5% | 0.2% | -1.0% | 31.3% | -5.0% | 24.0% | 0.5% | -0.2% | -51.4%
CC(=O)Oc1cccc(N2C(=O)C3CC=CCC3C2=O)c1 (configuration not stated) | -3.1% | 0.8% | 4.3% | -7.1% | 15.6% | -7.6% | 0.7% | 0.2% | -26.7%
CCN(CC)Cc1cc(C(=O)O)c(C)o1 | 4.2% | nt | 10.7% | 2.2% | 10.8% | -40.2%[20 µM] | -0.3% | -0.1% | -31.7%
COc1cccc(NC(=O)C2C3CCC4C(CCC32)C4(Cl)Cl)c1 (configuration not stated) | 2.2% | 12.3% | -1.8% | 10.1% | 3.6% | -6.6% | 0.0% | -0.3% | -18.8%
COc1cccc(/C=C2\SC(=O)N(CCC(=O)N3CCC(C(=O)O)CC3)C2=O)c1 | 5.8% | -6.1% | -1.7% | 3.0% | 20.6% | 19.6% | -0.3% | 0.3% | -7.5%
Cn1c(=O)n(C)c2cc([N+](=O)[O-])c(N3CCN(C(=O)c4ccccc4Cl)CC3)cc21 | 4.0% | -0.8% | 7.4% | -0.5% | 13.0% | -8.4% | -2.8% | -0.1% | 40.5%
Nn1c(SCC(=O)Nc2ccc3c(c2)OCCO3)nnc1-c1ccccn1 | 1.7% | 1.2% | -5.5% | 0.8% | 14.1% | -16.8% | 1.7% | -0.1% | -16.8%
CCn1ncc(Br)c1C(=O)Nc1cc(C)ccc1F | 3.6% | -4.3% | 0.5% | -6.7% | -1.4% | 13.9% | -1.4% | 0.2% | 3.8%

(more compounds)
SMILES | SIAH1 antagonists | KOR beta-arrestin-1 | GPR35 antagonists | AID2073 | GPR55 antagonists | KOR beta-arrestin-2 | HIV fusion peptide | GPR55 beta-arrestin | NOD1 NF-kB reporter
O=C(c1cnn2c1NC(c1ccco1)CC2C(F)(F)F)N1CCN(c2cccc(Cl)c2)CC1 (configuration not stated) | -6.3% | 2.5% | -4.9% | 7.3% | -22.3% | 31.7% | 17.3% | -0.2% | 24.6%
COc1cccc(/C=N/n2c(N)nc3ccccc32)c1OC | -4.1% | 2.9% | 21.5% | 16.6% | -9.1% | -6.5% | 0.7% | 1.2% | -50.3%
CCN(CC)CCN(C)Cc1nc(C(c2ccccc2)c2ccccc2)no1 | -6.2% | 7.5% | -0.8% | 6.1% | -2.5% | -59.2%[20 µM] | -0.6% | 0.4% | 50.6%
CC(=O)NCCc1ccc(O)cc1 | -2.4% | -0.9% | 8.5% | 17.0% | 4.7% | 11.8% | 0.5% | 0.0% | -8.7%
C/C(CC(=O)N1CCN(C=O)CC1)=N\NC(=O)c1cccc([N+](=O)[O-])c1 | 3.0% | nt | 19.4% | 0.3% | -1.9% | 3.1%[20 µM] | -2.3% | -0.1% | -9.5%
COCCNC(=S)N(CCc1c(C)[nH]c2ccc(C)cc12)Cc1ccco1 | 1.4% | -4.1% | -7.3% | -18.4% | 17.0% | 17.1% | 0.1% | -0.4% | -33.8%
CCc1c(C2(O)CCCCC2)[nH]c2c(C(=O)OC)cc(Cl)cc12 | -0.6% | 3.6% | -9.7% | 7.6% | 10.1% | 2.0%[20 µM] | 4.8% | 0.4% | 10.4%
CC(C)Nc1nnc(SCC(=O)Nc2ccc(F)cc2)s1 | -4.3% | 0.9% | 5.3% | -4.5% | -4.6% | 17.4% | -0.3% | -0.3% | -8.4%
Cc1nc2cc(C(F)(F)F)ccc2n1C1CCN(CC(=O)N2CCOCC2)CC1 | 0.9% | 3.7% | -2.8% | -5.1% | 0.1% | 7.6% | 0.6% | 0.2% | 15.2%
COC(=O)c1ccc(CSc2nc3ccccc3[nH]2)o1 | -0.3% | 0.2% | -3.2% | -13.2% | 12.9% | 26.0% | 1.5% | 0.3% | 4.6%
Cc1ccccc1OCC(=O)Nc1cccc(N(C)S(C)(=O)=O)c1 | 3.7% | -1.7% | -11.1% | -5.3% | 9.1% | 26.9% | -1.9% | -0.3% | -27.9%
CC[n+]1ccc(C)c2cc(SC(F)(F)F)ccc21 | -6.0% | -1.8% | -5.1% | 9.6% | 2.8% | 3.1% | -2.9% | 0.7% | -35.0%
CC1CCN(CC(=O)Nc2ccc(S(=O)(=O)NC3CC3)cc2)CC1 | 0.2% | 5.8% | 10.2% | 11.0% | -0.1% | 8.3% | 0.4% | -0.1% | -8.2%
COc1cc(/C=C/C(=O)NC(C)C)ccc1OCc1ccccc1 | -4.0% | 0.1% | -1.8% | 4.7% | 8.9% | 9.2% | 2.5% | 0.1% | 9.7%
Cc1ccc(C)c(NC(=O)CSc2nnc(CSc3nc(C)cc(C)n3)n2Cc2ccco2)c1 | 1.4% | -6.3% | 10.9% | 10.4% | 6.5% | 4.9% | 1.4% | -0.2% | -6.1%
Cc1c(CC(=O)NCCCO)c(=O)oc2cc3c(cc12)CCC(C)(C)O3 | 2.9% | 2.0% | -2.4% | 25.6% | -2.7% | -9.6% | 0.9% | 0.4% | -14.8%
COc1ccc(Br)cc1CN1CCN(Cc2c[nH]c3ccccc23)CC1 | 0.2% | -4.7% | 0.3% | 4.6% | 8.0% | 1.7% | 1.6% | -0.1% | -12.3%
S=C(Nc1ccc(Cl)cc1)NC1CC2CCC(C1)N2Cc1ccccc1 (configuration not stated) | -0.5% | 12.6% | -3.7% | -25.6% | 15.4% | -4.2% | -0.6% | -0.3% | -24.7%
COc1ccc(C)cc1NC(=O)Cn1c(=O)oc2ccccc21 | -5.9% | 0.6% | 8.0% | 7.7% | -2.1% | -23.2% | -0.2% | -0.1% | 7.1%
CCOC(=O)N1CCN(C(=O)CSc2ccc3nnc(-c4ccccn4)n3n2)CC1 | 0.3% | 2.8% | 7.2% | 16.5% | 6.9% | -24.1% | 0.7% | -0.5% | -48.2%
CC(C)C(=O)NC(=S)NCC(=O)c1ccccc1 | -2.3% | -2.4% | -2.6% | -24.9% | -3.0% | 5.3% | -1.2% | -0.1% | 5.9%
COc1cc(C(=O)Nc2nnc(C(F)(F)F)s2)c([N+](=O)[O-])cc1OC | -6.4% | 2.3% | 14.8% | 4.8% | 10.8% | -10.3%[20 µM] | -0.8% | 0.2% | 21.5%
C1=Nc2ccccc2CN1c1ccccc1 | -1.4% | -3.9% | -0.3% | 12.8% | 10.3% | nt | -2.7% | 0.6% | -15.1%

Fetched by compound from the entries so far (three):
SMILES | SIAH1 antagonists | KOR beta-arrestin-1 | GPR35 antagonists | AID2073 | GPR55 antagonists | KOR beta-arrestin-2 | HIV fusion peptide | GPR55 beta-arrestin | NOD1 NF-kB reporter
COC(=O)c1ccc(CSc2nc3ccccc3[nH]2)o1 | -0.3% | 0.2% | -3.2% | -13.2% | 12.9% | 26.0% | 1.5% | 0.3% | 4.6%
COc1ccc(C)cc1NC(=O)Cn1c(=O)oc2ccccc21 | -5.9% | 0.6% | 8.0% | 7.7% | -2.1% | -23.2% | -0.2% | -0.1% | 7.1%
Cc1nc2cc(C(F)(F)F)ccc2n1C1CCN(CC(=O)N2CCOCC2)CC1 | 0.9% | 3.7% | -2.8% | -5.1% | 0.1% | 7.6% | 0.6% | 0.2% | 15.2%

Screening data: PubChem BioAssay, Sanford-Burnham Center for Chemical Genomics
